# Screens: PubChem BioAssay, several laboratories
# MCL1 BIM primary = inhibitors of MCL1 binding to BIM-BH3, primary screen, biochemical, fluorescence polarization | Induced myeloid leukemia cell differentiation protein Mcl-1 (Homo sapiens), Q07820 | GST-MCL1 / FITC-Bim-BH3 fluorescence polarization | inhibition, % at 10.9 µM | 320,000 tested, 0.68% active;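 active means inhibition above the mean inhibition of all tested compounds plus 3 SD, set per campaign, cut at about 40% in these data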;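 further: 0% = DMSO wells and 100% = unlabeled Bim-BH3 peptide control; higher means more loss of mP so more displacement of Bim peptide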
# Target sequence (Q07820 whole entry, looked up): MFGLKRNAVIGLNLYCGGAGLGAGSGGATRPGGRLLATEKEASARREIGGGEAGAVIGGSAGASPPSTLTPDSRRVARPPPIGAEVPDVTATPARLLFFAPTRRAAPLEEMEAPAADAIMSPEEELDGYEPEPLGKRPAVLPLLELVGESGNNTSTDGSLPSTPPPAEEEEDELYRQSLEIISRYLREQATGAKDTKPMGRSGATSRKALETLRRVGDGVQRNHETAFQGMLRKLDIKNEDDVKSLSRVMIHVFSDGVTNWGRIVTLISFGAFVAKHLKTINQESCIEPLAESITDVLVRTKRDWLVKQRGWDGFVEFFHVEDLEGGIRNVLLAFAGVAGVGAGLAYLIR
# GLD-1 TGE inh = GLD-1/TGE RNA complex disruptors, primary screen, biochemical, fluorescence polarization; Female germline-specific tumor suppressor gld-1 (Caenorhabditis elegans), Q17339; purified GLD-1 + fluorescein TGE RNA; inhibition, % at 5.96 µM; 320,000 tested, 0.44% active;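 active means percent inhibition above a per-plate cutoff, the plate mean of test compounds plus 3 SD, cut at about 30% in these data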;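 further: 0% = DMSO wells with GLD-1 and probe and 100% = wells lacking GLD-1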
# BCLXL inh = inhibitors of human Bcl-xL, primary screen, biochemical, fluorescence polarization, HTS; Bcl-2-like protein 1 (Homo sapiens), Q07817; GST-Bcl-xL / FITC-Bim BH3 peptide fluorescence polarization; inhibition, % at 10.9 µM; 320,000 tested, 0.7% active;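 active means inhibition above the mean of all tested compounds plus 3 SD, cutoff set per campaign, cut at about 30% in these data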;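 further: 0% = DMSO wells and 100% = unlabeled Bim-BH3 peptide competitor; inhibitors lower millipolarization by displacing the labeled peptide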
# MEX-5 binding = MEX-5 zinc finger RNA-binding disruptors – biochemical, C. elegans, fluorescence polarization, MLPCN library, primary screen. MEX-5/FITC-TCR2 RNA binding; stronger effect = lower value. Zinc finger protein mex-5 (Caenorhabditis elegans), Q9XUB2. AID 1832, 2009. 300,000 tested, 0.38% active. activity score (negative = inhibition of binding), % at 10 µM;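 active means inhibition past about -25% in most replicates, and total fluorescence under double the plate's negative control median, limit read from the data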;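 further: 0% = DMSO and -100% = 5 µM competing unlabeled TCR2 RNA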
# Efflux pump mplx = inhibitors of Candida efflux pumps in yeast, primary screen, S. cerevisiae, Nile Red, multiplex; S. cerevisiae Candida pump triplex; inhibition, % at 10 µM; 330,000 tested, 0.44% active;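 active means plate passing quality check with inhibition over a set limit, or well fluorescence over plate mean plus 4 SD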;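 further: Nile Red retained in pooled yeast measured as flow cytometry median fluorescence; 0% = buffer negative control and 100% = Enniatin B positive control; higher means more Nile Red kept so more efflux inhibition; some compounds called inactive have numbers as strong as hits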
# Fam108B inh = mouse Fam108B serine hydrolase inhibitors, primary screen, counter-screen for RBBP9 inhibitor project, biochemical, fluorescence polarization | 300,000 tested, 0.33% active | inhibition, % at 9.51 µM | recombinant Fam108B, FP-Rh probe fluorescence polarization | AID 1947, 2009;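 active means inhibition above the screen mean inhibition plus 3 SD, computed separately per campaign, cut at about 18% in these data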;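 further: inhibitors lower polarization as less probe binds the enzyme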
# GRK2 inh = compounds blocking aptamer binding on GRK2 – biochemical, human GRK2, bead flow cytometry, HTS, primary screen | FAM-aptamer displacement from GRK2 | inhibition of aptamer binding, % at 10 µM | 330,000 tested, 0.59% active | AID 488847, 2010;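 active means inhibition of aptamer binding above 40%, roughly 3 SD of noise, on plates passing a quality check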;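 further: median bead fluorescence of bound FAM aptamer so fluorescent compounds give negative values; no value below 0 was filed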
# Target sequence (P25098 whole entry, looked up): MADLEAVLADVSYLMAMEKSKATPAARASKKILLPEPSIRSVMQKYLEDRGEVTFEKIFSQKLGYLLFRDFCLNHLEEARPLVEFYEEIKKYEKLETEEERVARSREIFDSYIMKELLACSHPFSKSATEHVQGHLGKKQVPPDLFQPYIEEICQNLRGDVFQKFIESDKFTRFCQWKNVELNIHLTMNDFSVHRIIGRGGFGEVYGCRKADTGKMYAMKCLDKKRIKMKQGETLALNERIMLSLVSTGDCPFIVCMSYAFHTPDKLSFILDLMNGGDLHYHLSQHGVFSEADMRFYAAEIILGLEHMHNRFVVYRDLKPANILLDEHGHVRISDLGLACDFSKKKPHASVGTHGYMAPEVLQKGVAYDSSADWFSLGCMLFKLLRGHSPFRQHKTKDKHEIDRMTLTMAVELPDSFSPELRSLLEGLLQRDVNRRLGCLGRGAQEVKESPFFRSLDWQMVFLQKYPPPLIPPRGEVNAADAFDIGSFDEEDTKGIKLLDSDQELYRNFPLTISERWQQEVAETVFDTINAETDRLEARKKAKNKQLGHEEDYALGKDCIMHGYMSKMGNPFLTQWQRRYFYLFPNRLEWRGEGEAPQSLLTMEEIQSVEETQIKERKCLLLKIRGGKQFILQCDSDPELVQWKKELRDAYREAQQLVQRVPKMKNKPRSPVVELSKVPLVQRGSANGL
# PME-1 inh = PME-1 inhibitors via competitive probe labeling, primary screen, biochemical, fluorescence polarization, FP-Rh probe, HTS. inhibition, % at 5.9 µM. Protein phosphatase methylesterase 1 (Homo sapiens), Q9Y570. 320,000 tested, 0.53% active. recombinant PME-1;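 active means inhibition above the campaign mean of all compounds plus 3 SD, cut at about 26% in these data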;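 further: competitive labeling of PME-1 active site by serine hydrolase directed probe; 0% = PME-1 with DMSO and 100% = wells lacking PME-1 enzyme; inhibitors block probe labeling so polarization falls and inhibition rises; many of its hits are not listed in these tables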
# VLA-4 inh = inhibition in human VLA-4 binding assay, primary screen, VLA-4 allosteric modulator project, MLPCN library, flow cytometry, VLA-4 expressing cells; ligand binding flow cytometry; Integrin alpha-4 (Homo sapiens), P13612; inhibition, % (about 7 µM as worked out from the volumes in the protocol); 330,000 tested, 0.2% active; in the data active means inhibition above about 50%
# The depositor's hits bear a star; . = no result given. An excerpt (hit frequency here may not be typical).
# The line under a structure holds: MCL1 BIM primary	GLD-1 TGE inh	BCLXL inh	MEX-5 binding	Efflux pump mplx	Fam108B inh	GRK2 inh	PME-1 inh	VLA-4 inh
Brc1cccc(Cn2c(-c3cncs3)nc3ccccc32)c1
    2	1	4	-0.2	-0.1	-4	0	-4	3
COc1ccc(C2CC(c3ccccc3O)=NN2c2ccccc2)cc1 (stereo not given)
    -5	0	4	1.9	0.0	0	0	-6	16
O=C(CCCN=C1NS(=O)(=O)c2ccccc21)OCc1cc([N+](=O)[O-])cc2c1OCOC2
    1	-1	-1	-2.0	0.2	6	2	1	2
COc1c(N2CCN(C(=S)NCc3ccccc3)C(C)C2)c(F)cc2c(=O)c(C(=O)O)cn(C3CC3)c12 (stereo not given)
    8	9	7	1.0	-0.1	3	1	-4	8
CC(C)c1c(C(=O)N/N=C/c2ccco2)nnn1-c1nonc1N
    4	6	7	-1.3	-0.3	-1	1	-5	-9
Clc1ccc(-c2csc(N3CCCCCC3)n2)cc1
    0	2	-5	2.5	0.0	0	0	4	-6
c1ccc(CCNc2nc(-c3cccnc3)cs2)cc1
    7	6	6	-0.2	0.0	2	0	0	8
O=C(C[n+]1ccc(C(=O)N/N=C/c2ccc(O)cc2)cc1)c1ccccc1
    -7	-4	-6	-2.3	-0.4	1	0	4	-6
COc1ccc(N2CCN(S(=O)(=O)c3ccc4oc(=O)ccc4c3)CC2)cc1
    -7	-12	0	0.4	-0.2	1	0	3	2
CC(=O)c1cc2c(cc1NS(=O)(=O)c1ccc(C)cc1)OCCO2
    9	3	7	2.1	-0.1	2	0	8	-5
COc1ccccc1C1C(C(N)=O)=C(C)Nc2nc(-c3ccccc3Cl)nn21 (stereo not given)
    2	1	1	-2.0	-0.1	-4	0	-4	-30
Cc1cc(=O)oc(C)c1C(=O)N1CCN(C)CC1
    3	-4	1	0.2	0.3	2	4	2	8
CCN(CC)CCOC(=O)c1ccc(NC(=O)CNC(=O)c2ccccc2)cc1
    1	3	3	-2.4	-0.2	-2	0	-2	5
Cc1onc(-c2ccccc2Cl)c1C(=O)Nc1nnc(Cc2ccc(Cl)cc2)s1
    -10	6	1	-2.8	-0.1	0	0	-5	6
CSCCC(NC(=O)c1ccccc1)C(=O)NCCc1ccc2c(c1)OCCO2 (stereo not given)
    3	-2	5	.	0.2	.	1	-3	-8
O=C(NCC1OCCCN1S(=O)(=O)c1cc(F)ccc1F)C(=O)NC1CCCCC1 (stereo not given)
    -4	-2	-4	1.3	0.0	-2	8	-3	8
O=C(CCN1C(=O)S/C(=C\c2ccccc2)C1=O)Nc1ccc(O)cc1C(=O)O
    5	-3	3	-6.8	0.1	0	1	1	25
O=C(CSc1nc2ccsc2c(=O)n1NC(=O)c1ccccc1)Nc1nccs1
    4	3	7	-2.0	-0.1	1	0	-3	-4
c1coc(CNC2CCCCC2)c1
    -8	7	1	-1.1	-0.2	-2	0	1	9
CCOc1ccccc1NC(=O)C1CCCN(c2c(CC)c(C)nc3ncnn23)C1 (stereo not given)
    -2	-2	3	1.5	0.0	2	1	3	2
Cc1cccc(OCCNC(=S)NC(=O)c2cncc(Br)c2)c1
    2	9	-1	0.4	0.0	-2	0	-3	7
CCSc1nc2cc(OC)c(OC)cc2c(=O)n1CC
    0	7	-2	-0.3	-0.1	-2	0	5	6
CCc1ccc(C(=O)COC(=O)C2=NN(c3ccccc3)C(=O)CC2)cc1
    .	0	.	.	0.0	.	0	.	-2
CCOc1ccc(S(=O)(=O)N2CCC(C(=O)Nc3cc(S(C)(=O)=O)ccc3Cl)CC2)cc1
    2	-6	-1	.	0.1	.	0	2	6
Cc1cccc(-n2c(=O)c(C#N)cc3c(=O)n4ccccc4nc32)c1
    25	13	28	-16	-0.1	-7	0	-2	-5
Cc1ccc2c(C)c(C(=O)N3CCN(c4ccncc4)CC3)oc2c1C
    3	8	-2	1.2	-0.1	0	0	4	-7
Cc1c[n+](CC(=O)c2ccccc2)c(C)cn1
    12	6	12	-3.2	0.1	-1	0	-6	8
CCOC(=O)N1CCC(NC(=O)c2ccc3c(c2)N(CC)CCS3)CC1
    9	3	6	-0.6	-0.1	2	0	0	34
C=CCN1C(=O)N/C(=C/c2ccc(N3CCOCC3)o2)C1=O
    2	10	16	22	-0.1	2	22	1	6
COc1cc2c(cc1OC)C(=O)NCC(C)(C)O2
    5	7	6	0.4	-0.1	0	0	-3	10
Cc1ccccc1Nc1nnc(SCC(=O)NC(=O)NCc2ccco2)s1
    10	1	2	1.2	-0.2	-3	2	-2	2
Cc1nn(Cc2cccc(C(=O)Nc3ccn(Cc4c(F)c(F)cc(F)c4F)n3)c2)c(C)c1[N+](=O)[O-]
    -3	7	0	2.8	0.2	-1	0	-2	5
O=C(Cn1cc2c(n1)CCCCC2)NC1CCN(Cc2ccccc2)CC1
    4	3	4	-7.0	-0.3	0	0	-2	9
CCn1c(-c2ccccc2SC)n[nH]c1=S
    -9	-8	-16	0.5	0.1	-2	1	-1	8
C=C(C)C(=O)Nc1cccc(C2=NOC3(C2)C[C@H](C(N)=O)N(C(=O)c2ccccc2C(=O)c2ccccc2)C3)c1 (stereo not given in full)
    -2	10	-4	-0.3	0.2	-2	91*	-2	33
CC(C)c1ccc(S(=O)(=O)N2CCN(C(=S)NCc3ccco3)CC2)cc1
    9	5	-2	-2.9	-0.1	3	4	7	12
CCc1c(C)c2c(C)[nH]nc2oc1=O
    1	10	4	-1.5	-0.1	-7	3	-3	7
COC(=O)c1ccc(-n2c(C)nc(=O)c(-c3ccccc3)c2C)cc1
    -5	7	2	2.2	0.1	-1	0	2	4
CC#CC(=O)N1CCC(C(=O)Nc2ccc(Oc3ccccc3)nc2)CC1
    4	11	4	1.5	0.1	-2	3	-3	8
CCC(C)C(=O)Nc1nc(C)c(-c2csc(Nc3ccccc3OC)n2)s1 (stereo not given)
    1	-11	1	-0.1	0.1	10	0	12	3
CC(=O)c1ccc(N2CCN(c3ccnc4cc(Cl)ccc34)CC2)cc1
    6	-2	5	2.4	0.1	0	0	-2	2
COc1ccc(CN(C)C(=O)COC(=O)c2cnc(Cl)c(Cl)c2)cc1
    .	4	.	.	-0.5	.	3	.	11
CCCN1CCN(CC(=O)Nc2cc(OCC)ccc2OCC)CC1
    3	0	6	-1.1	0.0	-3	2	1	10
Cn1c(Cl)c(/C=N/OC(=O)C2CC2)c2ccccc21
    2	-1	1	-0.1	0.0	-1	1	5	3
CCOc1ccc(NC(=O)c2ccc(NCC(=O)N3CCCCCC3)cc2)cc1
    -18	-1	-12	-0.3	-0.2	4	0	0	36
COc1cc(C2Nc3ccc4ccccc4c3C3=C2C(=O)CC(C)(C)C3)ccc1OCC(=O)O (stereo not given)
    8	-4	8	0.5	-0.2	6	0	2	7
COCCCN(CCC#N)C(=O)c1c(-c2c(Cl)cccc2Cl)noc1C
    2	3	0	1.0	0.1	1	3	-6	-1
O=C(Nc1nc2ccccc2s1)c1ccccc1[N+](=O)[O-]
    -9	2	3	1.2	0.0	1	3	1	10
CC(=O)N(CCc1ccccc1C)Cc1cc2cc(C)ccc2[nH]c1=O
    .	.	.	-0.8	0.2	.	2	.	-2
COc1ccc(CCNC(=O)CCCCn2c(=O)[nH]c3ccccc3c2=O)cc1OC
    -12	9	1	-0.4	0.0	-4	1	2	9
COc1ccc(NC(=O)C2CCC(CNc3c(N4CCCCC4)c(=O)c3=O)CC2)c(OC)c1 (stereo not given)
    3	2	6	3.4	0.2	-3	1	0	0
Nc1c2c(nc3ccccc13)CCCC2=O
    1	2	5	-7.9	-0.1	0	1	-5	-4
CCC(=O)c1ccc(OCC(=O)OCC(=O)c2c(N)n(C)c(=O)n(C)c2=O)cc1
    1	2	2	.	0.3	.	3	-7	6
CCOC(=O)C1CCCN(C(=O)/C=C/c2ccc(OC)cc2)C1 (stereo not given)
    6	1	4	0.9	0.0	-3	5	-2	2
COc1cc(OC)c2ccc(=O)oc2c1C(CCN1CCCC(C)C1)c1ccc(N(C)C)cc1 (stereo not given)
    1	-3	-1	0.2	-0.1	3	0	-1	4
CCC(C(=O)NCCc1ccccc1)c1ccccc1 (stereo not given)
    -3	4	-2	-0.4	0.0	0	0	4	12
COc1ccc(NC(=O)COc2coc(CN3CCc4ccccc4C3)cc2=O)cc1
    5	0	10	-0.5	-0.1	-1	0	0	-9
CCN(CC)C(=O)CSc1nnc2nnc3cc(OC)ccc3n12
    148*	120*	138*	-77*	0.1	-3	.	-3	3
Cc1cnc(CN(C)C(=O)c2ccc3oc(Cc4ccc(Cl)cc4)nc3c2)[nH]1
    2	6	0	-1.2	0.1	0	0	5	2
CC(C)[C@H](NC(=O)c1ccccc1)C(=O)O
    -1	-5	-2	-0.8	-0.1	-1	0	-7	-4

# A draw from above in order of molecular weight, descending.
# The line under a structure holds: MCL1 BIM primary	GLD-1 TGE inh	BCLXL inh	MEX-5 binding	Efflux pump mplx	Fam108B inh	GRK2 inh	PME-1 inh	VLA-4 inh
COc1ccc(NC(=O)C2CCC(CNc3c(N4CCCCC4)c(=O)c3=O)CC2)c(OC)c1 (stereo not given)
    3	2	6	3.4	0.2	-3	1	0	0
Cn1c(Cl)c(/C=N/OC(=O)C2CC2)c2ccccc21
    2	-1	1	-0.1	0.0	-1	1	5	3
CCc1c(C)c2c(C)[nH]nc2oc1=O
    1	10	4	-1.5	-0.1	-7	3	-3	7

# (list continues)
# The line under a structure holds: MCL1 BIM primary	GLD-1 TGE inh	BCLXL inh	MEX-5 binding	Efflux pump mplx	Fam108B inh	GRK2 inh	PME-1 inh	VLA-4 inh
CCOC(=O)C1=C(CN2CCN(C(=O)c3ccco3)CC2)NC(=O)NC1c1ccccc1 (stereo not given)
    -1	1	2	0.2	-0.1	-2	4	-2	0
CC(C)CC(C)N1CCC(n2nccc2NC(=O)CCc2ccccc2)CC1 (stereo not given)
    8	-3	16	-7.4	0.2	1	0	5	-6
NS(=O)(=O)c1ccc(NC(=S)Nc2cc(Cl)c(Cl)cc2Cl)cc1
    2	-4	0	0.3	0.1	4	1	-2	-3
CN1CCC(N(C)C(=O)c2sc3cc(F)ccc3c2Cl)CC1
    0	-8	2	0.3	0.1	2	0	16	7
c1ccc2sc(NCC3CCCO3)nc2c1 (stereo not given)
    4	-5	1	0.0	-0.1	0	0	-8	-5
O=C(NCc1ccccn1)Nc1cccc(Cl)c1
    3	4	3	0.8	0.0	1	0	-3	10
C=CCn1c(SCC(=O)Nc2cccc3ccccc23)nnc1-c1cnccn1
    -1	4	1	-2.8	-0.1	3	1	6	-3
Cc1ccc(F)cc1NC(=O)C1C2CCC(O2)C1C(=O)O (stereo not given)
    1	7	3	-0.4	-0.1	9	1	-2	-10
Cc1cccc(NC(=O)C2CC(=O)N/C(=N/N=C/c3ccco3)S2)c1 (stereo not given)
    2	9	3	-0.5	0.0	0	0	4	5
Cc1cc(C)c(NC(=O)C2CC(=O)N(C(C)C)C2)c(C)c1 (stereo not given)
    -4	-2	7	0.1	-0.1	1	0	-2	11
